Screening results deposited in PubChem BioAssay by several laboratories.
FID counter: displaces DNA intercalator in HCV helicase counter-screen | DNA fluorescent intercalator displacement, fluorescence | inhibition, % at 7.9 µM | hit rate 0.17% among 290,000 | AID 1845; in the data active = inhibition above about 37%;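 also: 0% = vehicle and 100% = reference compound; higher means more ethidium bromide displaced from hairpin DNA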
PHOSPHO1 inh: blocks human PHOSPHO1 phosphatase activity | hit rate 1.1% among 290,000 | inhibition, % at 13.3 µM | recombinant PHOSPHO1, absorbance phosphatase assay; in the data active = inhibition above about 60%
Target sequence (Q8TCT1 whole entry, looked up): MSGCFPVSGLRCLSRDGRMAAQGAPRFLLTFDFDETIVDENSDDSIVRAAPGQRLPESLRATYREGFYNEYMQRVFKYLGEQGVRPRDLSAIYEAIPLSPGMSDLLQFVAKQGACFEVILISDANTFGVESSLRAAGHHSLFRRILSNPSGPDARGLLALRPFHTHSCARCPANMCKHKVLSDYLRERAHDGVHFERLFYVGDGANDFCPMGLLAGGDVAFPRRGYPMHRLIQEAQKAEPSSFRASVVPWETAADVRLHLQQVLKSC
NS3 helicase inh: inhibitors of Hepatitis C virus NS3 helicase; AID 1800; hit rate 0.56% among 290,000; NS3 helicase DNA unwinding, Cy5 molecular beacon fluorescence; inhibition, % at 10.9 µM;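 active = inhibition above the mean of all tested compounds plus 3 SD, set per campaign, cut at about 35% in these data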;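 also: 0% = DMSO wells and 100% = thioflavine S control wells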
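assay system = NS3 helicase fragment of HCV | buffer or medium = MOPS pH 6.5, MgCl2, DTT, Tween20, BSA | timing = 60 min unwinding reaction at 25 °C after ATP addition | signal = Cy5 beacon fluorescence read at start and 1 h | read-out basis = % inhibition of unwinding | control set = low DMSO, high thioflavine S at 110 µM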
V1aR counter: V1a receptor agonism, counter-screen for OXTR agonists | P37288 | CHO-V1R cells, Fluo-8 calcium fluorescence, agonist mode; 0% DMSO, 100% 3 nM vasopressin | activation, % at 3 µM | hit rate 0.25% among 320,000 | AID 2797;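 active = activation above the mean activation of all tested compounds plus 3 SD, per screening run, cut at about 20% in these data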;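 also: signal is peak over basal fluorescence ratio across a 100 second FLIPR read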
Target sequence (P37288 whole entry, looked up): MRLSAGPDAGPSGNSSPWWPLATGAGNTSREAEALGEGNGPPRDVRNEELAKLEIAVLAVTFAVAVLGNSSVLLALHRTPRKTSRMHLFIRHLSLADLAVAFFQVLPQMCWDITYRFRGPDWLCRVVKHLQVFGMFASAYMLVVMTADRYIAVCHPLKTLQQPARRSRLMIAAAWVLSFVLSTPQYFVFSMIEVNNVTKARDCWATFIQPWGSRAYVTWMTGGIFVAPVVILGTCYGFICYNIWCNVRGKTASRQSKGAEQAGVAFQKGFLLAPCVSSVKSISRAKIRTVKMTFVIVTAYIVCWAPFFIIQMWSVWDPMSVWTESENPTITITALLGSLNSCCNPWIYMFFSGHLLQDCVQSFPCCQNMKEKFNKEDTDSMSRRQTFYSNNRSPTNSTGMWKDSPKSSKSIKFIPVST
VIM-2 inhibitor: blocks Pseudomonas aeruginosa VIM-2 metallo-beta-lactamase; purified VIM-2, nitrocefin hydrolysis, epi-absorbance fluorescence; inhibition, % at 5.6 µM; hit rate 0.89% among 290,000; AID 1527;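 active = inhibition above the mean of all tested compounds plus 3 SD, cutoff set per screening run, cut at about 7.5% in these data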;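 also: red hydrolysis product quenches plate fluorescence so inhibitors raise well fluorescence; 0% = enzyme with DMSO and 100% = DMSO without enzyme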
GPR7 antag: human neuropeptides B/W receptor 1 antagonism; inhibition, % at 4.4 µM; AID 1861; GPR7-expressing cells, fluorescence antagonist assay; P48145; hit rate 1.1% among 290,000; in the data active = inhibition above about 16%, passing the limit was not always enough;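 also: cells stimulated with the agonist NPW; 0% = agonist with vehicle and 100% = vehicle without agonist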
Target sequence (P48145 whole entry, looked up): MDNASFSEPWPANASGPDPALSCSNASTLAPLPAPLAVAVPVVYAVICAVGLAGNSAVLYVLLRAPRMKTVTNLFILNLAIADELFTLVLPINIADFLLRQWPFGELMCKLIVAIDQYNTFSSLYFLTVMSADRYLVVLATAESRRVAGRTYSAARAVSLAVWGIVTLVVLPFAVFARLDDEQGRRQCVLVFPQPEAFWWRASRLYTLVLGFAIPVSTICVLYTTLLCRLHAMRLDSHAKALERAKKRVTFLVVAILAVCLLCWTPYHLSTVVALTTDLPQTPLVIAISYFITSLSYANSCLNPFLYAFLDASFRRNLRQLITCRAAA
OXTR ag: activates the human oxytocin receptor; CHO-OTR cells, Fluo-8 calcium fluorescence; normalized: DMSO 0%, oxytocin 100%; P30559; hit rate 0.32% among 320,000; activation, % at 3 µM;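 active = activation above the mean of all tested compounds plus 3 SD, cutoff set per screening run, cut at about 20% in these data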;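 also: peak over basal fluorescence ratio from a 100 s FLIPR kinetic read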
GalR3 antag: antagonists of human GalR3. O60755. HEK293 GalR3-CNG cAMP membrane potential fluorescence; galR3 body fused to GalR1 C-terminus. inhibition, % at 3 µM. hit rate 0.44% among 360,000. AID 651719;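 active = inhibition above the screen-wide average plus 3 SD, cut at about 13% in these data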;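 also: forskolin and galanin both at EC90 stimulate the cells; cAMP rise reported by CNG channel membrane potential dye signal; 0% = forskolin plus galanin with DMSO and 100% = forskolin alone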
IMP-1 inhibitor: blocks Pseudomonas aeruginosa IMP-1 metallo-beta-lactamase; hit rate 0.45% among 290,000; purified IMP-1, nitrocefin hydrolysis, epi-absorbance fluorescence; inhibition, % at 5.6 µM;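 active = inhibition above the mean plus 3 SD of all compounds in the same screening run, cut at about 4.5% in these data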;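 also: 0% = IMP-1 with DMSO and 100% = DMSO wells lacking enzyme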
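Test system: recombinant IMP-1 enzyme, purified / Medium: HEPES buffer pH 7.1 with ZnSO4 and Brij 35 / Doses: single dose, 5.6 µM / Times: 25 °C, 15 min preincubation, 25 min reaction / Detection: Epi-absorbance via hydrolysed-nitrocefin quenching of white-plate fluorescence, 480/530 nm, EDTA stop / Evaluation: percent inhibition from optical density relative to buffer-blank wells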
The depositor's hits bear a star; nt = not tested or not shown.

SMILES	FID counter	PHOSPHO1 inh	NS3 helicase inh	V1aR counter	VIM-2 inhibitor	GPR7 antag	OXTR ag	GalR3 antag	IMP-1 inhibitor
CCOP(=O)(c1ccccc1)c1nc(-c2ccccc2C)oc1NCc1ccccc1 (stereo unspecified)	-0.1	19.9	-1.9	-0.3	-0.5	-0.5	-1.4	-5.5	-2.4
O=C(CCc1c[nH]c2ccccc12)NCCOc1ccccc1	-11.1	20.0	-3.2	0.2	-0.5	9.6	0.4	-8.0	-2.2
Cc1nc2ccc(Cl)cc2nc(C)/c1=N\O	0.0	-1.0	5.0	-0.6	-3.0	-1.1	-1.5	-3.7	-0.7
Cc1ccc(OCC(=O)NCCCNC(=O)c2ccccn2)cc1	-21.1	1.5	19.4	2.5	-0.9	15.0	0.4	0.7	0.6
CC(=O)CCC(=O)c1ccc2ccccc2c1	-11.9	8.7	-4.0	1.1	-0.3	-10.6	0.2	-2.5	-1.6
CC1CCN(C(=O)c2cc(-c3ccco3)on2)CC1	-12.1	35.9	1.5	-0.4	-2.7	-5.8	-0.8	-7.1	-2.6
COc1ccc(N2C(=O)CCC(C(=O)N(C)CCc3ccccn3)C2c2ccc(OC)c(OC)c2)cc1 (stereo unspecified)	-16.2	-5.1	1.2	-0.1	-2.0	-11.8	-0.2	6.4	-1.5
O=C(c1ccc(C(F)(F)F)cc1)N1CCCCC1	1.9	-8.3	-2.7	0.2	-1.2	3.7	-0.8	3.7	-0.2
N#Cc1ccc(C2N=C(c3ccccc3)NO2)cc1 (stereo unspecified)	-2.9	30.4	0.2	0.2	-4.6	2.7	-0.5	-7.1	-2.3
CCCCn1c(SCc2nc(N)nc(N3CCCCC3)n2)nc2c1c(=O)n(C)c(=O)n2C	0.8	-0.2	11.0	1.6	-0.4	-5.8	-0.2	-1.0	-1.2
CC1CCN(C(=O)c2ccc(NS(=O)(=O)c3cccc4cccnc34)cc2)CC1	-37.1	32.1	-5.3	1.3	-0.8	-2.6	1.7	-5.6	-0.9
CCOc1ccccc1OCCCNCc1ccco1	6.1	-7.5	3.1	0.8	-1.5	13.1	0.0	-6.2	-1.7
CC1C(=O)Nc2ccc(S(=O)(=O)N3CCc4ccccc4C3)cc2NC1=O (stereo unspecified)	-10.7	29.9	-15.4	-0.9	0.3	-5.2	-1.5	-5.1	1.5
CCOc1ccc(Cl)cc1S(=O)(=O)n1cnc2ccccc21	-5.0	-7.0	1.3	0.6	-3.2	-7.6	-0.1	-4.7	-2.7
CC(=O)Nc1ccc(S(=O)(=O)CCC(=O)O)cc1	1.1	4.2	-4.8	1.0	-3.4	-11.2	-0.1	-1.3	-3.5

Arranged by number of heavy atoms (rising): 11 of the compounds above.
SMILES	FID counter	PHOSPHO1 inh	NS3 helicase inh	V1aR counter	VIM-2 inhibitor	GPR7 antag	OXTR ag	GalR3 antag	IMP-1 inhibitor
Cc1nc2ccc(Cl)cc2nc(C)/c1=N\O	0.0	-1.0	5.0	-0.6	-3.0	-1.1	-1.5	-3.7	-0.7
CC(=O)CCC(=O)c1ccc2ccccc2c1	-11.9	8.7	-4.0	1.1	-0.3	-10.6	0.2	-2.5	-1.6
O=C(c1ccc(C(F)(F)F)cc1)N1CCCCC1	1.9	-8.3	-2.7	0.2	-1.2	3.7	-0.8	3.7	-0.2
N#Cc1ccc(C2N=C(c3ccccc3)NO2)cc1 (stereo unspecified)	-2.9	30.4	0.2	0.2	-4.6	2.7	-0.5	-7.1	-2.3
CCOc1ccccc1OCCCNCc1ccco1	6.1	-7.5	3.1	0.8	-1.5	13.1	0.0	-6.2	-1.7
CCOc1ccc(Cl)cc1S(=O)(=O)n1cnc2ccccc21	-5.0	-7.0	1.3	0.6	-3.2	-7.6	-0.1	-4.7	-2.7
Cc1ccc(OCC(=O)NCCCNC(=O)c2ccccn2)cc1	-21.1	1.5	19.4	2.5	-0.9	15.0	0.4	0.7	0.6
CC1CCN(C(=O)c2ccc(NS(=O)(=O)c3cccc4cccnc34)cc2)CC1	-37.1	32.1	-5.3	1.3	-0.8	-2.6	1.7	-5.6	-0.9
CCOP(=O)(c1ccccc1)c1nc(-c2ccccc2C)oc1NCc1ccccc1 (stereo unspecified)	-0.1	19.9	-1.9	-0.3	-0.5	-0.5	-1.4	-5.5	-2.4
CCCCn1c(SCc2nc(N)nc(N3CCCCC3)n2)nc2c1c(=O)n(C)c(=O)n2C	0.8	-0.2	11.0	1.6	-0.4	-5.8	-0.2	-1.0	-1.2
COc1ccc(N2C(=O)CCC(C(=O)N(C)CCc3ccccn3)C2c2ccc(OC)c(OC)c2)cc1 (stereo unspecified)	-16.2	-5.1	1.2	-0.1	-2.0	-11.8	-0.2	6.4	-1.5

Further structures:
SMILES	FID counter	PHOSPHO1 inh	NS3 helicase inh	V1aR counter	VIM-2 inhibitor	GPR7 antag	OXTR ag	GalR3 antag	IMP-1 inhibitor
CCOc1ccccc1NC(=O)c1ccccc1NS(C)(=O)=O	-4.8	26.8	-7.6	0.7	-3.4	-7.0	0.1	-1.4	-4.4
Cc1ccccc1C1c2[nH]c3ccccc3c2CCN1Cc1cccn1-c1ncccn1 (stereo unspecified)	-8.8	28.3	-2.1	0.3	-2.7	-7.7	-0.1	0.1	1.2
COc1ccc(Cc2nnc(NCCO)[nH]c2=O)cc1OC	-1.6	10.6	-1.9	0.8	-3.1	-14.3	0.7	-7.1	-3.3
COc1ccc(-c2nc(-c3ccccn3)nc(N3CCN(C)CC3)c2C#N)cc1	10.6	44.8	-5.3	1.2	2.2	-0.6	-0.1	-2.6	-10.0
Cc1n[nH]c(C)c1CCc1nc2c3ccccc3nc(SCC(=O)Nc3ccccc3F)n2n1	-8.9	-7.4	5.2	1.7	1.0	-9.4	-2.2	8.0	-0.8
CC(C)(C)c1nc2ccc([N+](=O)[O-])cc2[nH]1	4.3	8.4	5.4	-1.4	-4.2	-8.7	-0.8	-6.0	-3.3
O=C(Nc1cc(C(F)(F)F)ccc1N1CCOCC1)C1=NN(c2ccccc2)C(=O)CC1	-28.6	29.3	-19.7	-0.3	1.2	-7.7	-0.8	-10.5	-1.4
O=C(Nc1ccc(N2CCN(C(=O)C3CC3)CC2)cc1)c1cccs1	-5.0	32.2	10.6	1.1	-2.5	-8.0	0.9	-0.5	-1.7
CCn1c2ccccc2c2nnc(SCC(=O)c3c(N)n(C)c(=O)n(C)c3=O)nc21	1.8	29.9	5.6	0.4	-1.1	-1.6	0.3	-3.6	-0.9
COc1cc(C(=O)NCCOc2ccccc2)c(Br)c(OC)c1OC	-12.1	0.1	-8.6	-0.9	-3.1	-4.2	-2.1	0.0	-3.2
Cc1ccc(CNC(=O)[C@@H]2CCC(=O)N2Cc2ccco2)cc1	-2.9	4.6	-2.7	0.8	-0.1	7.0	1.0	-4.2	-2.5
CC(C)(C)NC(=O)CN(Cc1cccs1)C(=O)CNS(=O)(=O)c1ccc(F)cc1	-8.4	45.5	1.0	-0.9	-2.1	-14.7	0.1	-6.2	-0.2
CCOC(=O)CSc1nc2cc(C(F)(F)F)cnc2n1C	-8.2	18.9	-4.2	-0.7	-2.1	-10.2	-0.4	2.9	-2.1
CN(Cc1cc(-c2ccccc2)on1)C(=O)c1cc(COc2c(F)cccc2F)on1	-17.5	35.4	-11.0	0.9	-2.5	-13.5	-1.8	-6.9	-1.6
Cc1ccc(S(=O)(=O)N2CCOC23CCN(C(=O)c2ccccc2Br)CC3)cc1	-39.3	24.0	-10.9	3.8	-7.6	-0.5	2.6	-7.5	-2.6
O=C(O)c1sccc1SCc1ccc(Cl)cc1Cl	-23.5	27.6	29.1	6.9	4.7	-11.9	2.7	-0.5	-2.0
COc1ccc(NC(=O)C2CCCN2C(=O)NCc2ccccc2)cc1OC (stereo unspecified)	-6.5	5.7	14.1	0.5	1.7	-6.0	0.1	-3.0	-5.8
Cc1ccc(OC(=O)C(F)(F)F)c2c1NCCC2	-5.1	-7.2	-1.6	0.9	-1.2	-21.7	1.4	0.9	-2.0
CC1CCCCN1C(=O)Cn1cc(C=O)c2ccccc21 (stereo unspecified)	-0.9	1.0	-2.0	-1.2	1.9	-7.9	-0.9	-4.8	-1.9
COCc1cc(=O)n2c(-c3ccc(C)cc3)n[nH]c2n1	nt	-3.4	nt	-0.8	nt	nt	-0.4	1.3	nt
CCn1c(N2CCC(Cc3ccccc3)CC2)nc2c1c(=O)[nH]c(=O)n2C	-23.4	18.1	-0.5	1.6	-0.8	-7.4	-2.3	-3.8	-2.4
Cc1ccc2c(c1)nnn2C1CCN(S(=O)(=O)c2ccc(C(=O)N(C)C)cc2)CC1	-29.9	11.3	-6.3	7.8	-0.1	-7.9	4.5	-1.4	-1.6
COc1ccc(OC)c(NC(=O)Nc2ccc3c(c2)OCO3)c1	-9.3	43.1	7.1	-1.0	-1.3	-7.8	-1.6	-1.0	-1.3
CN(C)C(CNc1ccc(C(F)(F)F)cc1[N+](=O)[O-])c1ccccc1 (stereo unspecified)	35.2	-1.0	-27.2	-1.6	0.2	6.1	-2.1	-7.6	2.6
CCOC(=O)N1CCN(S(=O)(=O)c2ccc(C(=O)N(CCCN(C)C)c3nc4ccc(CC)cc4s3)cc2)CC1	33.9	27.6	-36.6	2.7	-0.8	28.2*	2.9	-0.3	-1.4
Cc1ccc([C@@H]2[C@@H]3C(=O)N(C)C(=O)[C@@H]3[C@]3(Cc4ccccc4)C(=O)N(CCO)CC(=O)N23)o1	-8.4	25.4	12.3	-0.6	2.0	0.0	-0.4	-7.8	-0.3
CC(=O)Nc1ccc(-c2ccnc(-c3ccc(NC(C)=O)cc3)n2)cc1	-4.4	20.8	18.6	0.3	-3.3	-9.8	0.7	2.3	-3.1
NS(=O)(=O)c1ccc(NC(=S)Nc2ccc(F)c(F)c2)cc1	-1.0	0.3	3.3	0.3	-1.4	3.3	3.5	-4.0	-4.4
O=C(O)C1CCCN1C(=O)Nc1ccc(F)cc1 (stereo unspecified)	-2.3	-18.5	6.3	-0.5	-0.2	-6.8	0.8	-2.5	-5.3
CN(CC(O)COCc1cccs1)C1CCCCC1 (stereo unspecified)	0.9	7.6	0.8	-0.4	-3.9	-0.3	-1.2	-0.8	-1.2
CCCCCCCCCCC[C@@H](C[C@@H]1OC(=O)[C@H]1CCCCCC)OC(=O)[C@H](CC(C)C)NC=O	-15.9	47.7	21.7	1.5	-3.1	-8.8	1.7	nt	-2.2
Cc1nnc(SCC2CCCO2)n1-c1ccccc1 (stereo unspecified)	-1.1	3.3	7.4	1.3	-3.1	-5.1	0.5	-8.6	-3.1
CC(C)(C)c1cc(-c2ccccc2)no1	-3.8	28.1	35.4	0.5	0.2	10.7	0.3	-7.6	-0.9
COc1cc(Cl)c(C)cc1NC(=O)CSCC#N	0.2	5.1	11.9	0.8	-2.6	-5.7	-1.5	-1.8	-0.6
C=CCNC(=O)c1c(Br)cnn1-c1ccc(C)cc1	-8.4	41.2	1.4	-0.7	1.8	18.4*	-2.4	-0.5	0.9
